Screens deposited in PubChem by NMMLSC.
ABCB1 block: blocks JC-1 efflux by human ABCB1 transporter | CCRF-Adr cells, flow cytometry | inhibition, % at 6.6 µM | 190,000 compounds, 0.067% hits | AID 1326; in the data active = inhibition above about 40%;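 also: 0% = vehicle and 100% = reference inhibitor; higher value means more JC-1 retained so stronger ABCB1 efflux block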
RGS7-Gao reg: regulators of human RGS7-Galphao interaction; P09471; Multiplexed bead flow cytometry, RGS7-Galphao binding; actives lie on both sides; binding response (% of control), % at 10 µM; 220,000 compounds, 0.35% hits; AID 1439; in the data active = binding response below about 49% or above about 150%; inconclusive = no clear call, values can overlap the other calls; inactive = in between;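 also: fluorescent Galphao held in activated GDP-AlF4 state binding bead-coupled RGS7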
ABCG2 inh: inhibitors of human ABCG2 transporter, ABCB1 counter-screen | Q9UNQ0 | IgMXP3 cells, JC-1 efflux, flow cytometry | inhibition, % at 6.6 µM | 190,000 compounds, 0.1% hits;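 active = inhibition above 80%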;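 also: 0% = DMSO and 100% = nicardipine control wells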
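Test system: ABCG2 IgMXP3 and barcoded ABCB1 CCRF-Adr cell mix; Schedule: cells with compound and JC-1, 10 min at 25 °C, rotating, no wash; Technique: flow cytometry of retained JC-1 fluorescence; Measure: % inhibition of efflux relative to nicardipine and DMSO; Controls: nicardipine high and DMSO low controls.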
Bfl-1 Bim block: disrupts Bim binding to human Bfl-1. inhibition, % at 10 µM. 190,000 compounds, 0.12% hits. Q16548. Bead-based flow cytometry, Bim-Bfl-1 binding inhibition;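 also: 0% = wells without compound plus tracer and 100% = blocker peptide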
GSH fluor: GSH bead compound fluorescence profile | GSH beads flow cytometry, compound fluorescence 488/530 nm; stronger effect = higher value | fluorescence (KMESF) at 10 µM | 190,000 compounds, 0.25% hits; in the data active = fluorescence above about 89;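 also: glutathione beads carrying GST-tagged Bcl family fusion proteins plus one bare bead set; values are compound well signal with DMSO vehicle wells as background; inactives centre near 16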
Bim-Bcl-XL: disrupts Bim peptide binding to human Bcl-XL | AID 1007 | Q07817 | bead flow cytometry, fluorescence | inhibition, % at 10 µM | 190,000 compounds, 0.04% hits
Target sequence (Q07817 whole entry, looked up): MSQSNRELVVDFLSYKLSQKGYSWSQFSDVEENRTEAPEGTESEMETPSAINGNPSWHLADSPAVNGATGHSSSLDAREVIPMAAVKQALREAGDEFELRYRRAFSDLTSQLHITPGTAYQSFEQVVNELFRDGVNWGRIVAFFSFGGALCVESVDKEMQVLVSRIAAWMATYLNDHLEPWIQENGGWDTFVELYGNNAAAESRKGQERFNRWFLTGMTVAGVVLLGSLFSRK
Avidin fluor: avidin bead compound fluorescence profile. fluorescence (KMESF) at 10 µM. Avidin beads, compound fluorescence 488/530 nm, flow cytometry; stronger effect = higher value. 220,000 compounds, 0.38% hits; in the data active = fluorescence above about 47; also: inactives centre near 10
RGS4-Gao reg: modulates binding of RGS4 to human Galphao. P09471. Multiplexed bead flow cytometry; actives lie on both sides. binding response (% of control), % at 10 µM. 220,000 compounds, 0.33% hits; in the data active = binding response below about 49% or above about 150%; inactive = in between;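 also: fluorescent Galphao activated with aluminum fluoride binding bead-coupled RGS4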
Bim-Bcl-W: human Bim-Bcl-W interaction inhibition. 190,000 compounds, 0.02% hits. Q92843. bead-based flow cytometry, Bim peptide-Bcl-W binding. inhibition, % at 10 µM;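 also: 0% = bound tracer without compound and 100% = peptide blocker; higher means less fluorescent Bim peptide bound to Bcl-W beads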
Target sequence (Q92843 whole entry, looked up): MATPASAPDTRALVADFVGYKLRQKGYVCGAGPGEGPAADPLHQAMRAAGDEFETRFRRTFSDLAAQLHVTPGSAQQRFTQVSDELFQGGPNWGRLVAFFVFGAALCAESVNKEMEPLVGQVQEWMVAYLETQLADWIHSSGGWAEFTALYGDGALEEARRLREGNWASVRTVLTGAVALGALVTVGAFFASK
Bcl-B Bim block: disrupts Bim peptide binding to human Bcl-B; AID 951; inhibition, % at 10 µM; 190,000 compounds, 0.073% hits; bead-based flow cytometry;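 also: 0% = tracer peptide without compound and 100% = reference inhibitor peptide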
Target sequence (Q9HD36 whole entry, looked up): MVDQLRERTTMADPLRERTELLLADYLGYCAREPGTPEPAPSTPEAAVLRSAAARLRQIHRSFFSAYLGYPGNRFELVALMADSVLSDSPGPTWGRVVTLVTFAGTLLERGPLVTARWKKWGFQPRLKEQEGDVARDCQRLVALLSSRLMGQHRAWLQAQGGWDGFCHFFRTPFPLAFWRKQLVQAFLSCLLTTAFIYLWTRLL
Bcl-2 Bim block: disrupts Bim peptide binding to human Bcl-2 | inhibition, % at 10 µM | 190,000 compounds, 0.06% hits | Bead-based flow cytometry, Bim peptide-Bcl-2 binding; in the data active = inhibition above about 40%; inconclusive = no clear call, values can overlap the other calls;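 also: 0% = no compound wells with probe peptide and 100% = reference peptide inhibitor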
Target sequence (P10415 whole entry, looked up): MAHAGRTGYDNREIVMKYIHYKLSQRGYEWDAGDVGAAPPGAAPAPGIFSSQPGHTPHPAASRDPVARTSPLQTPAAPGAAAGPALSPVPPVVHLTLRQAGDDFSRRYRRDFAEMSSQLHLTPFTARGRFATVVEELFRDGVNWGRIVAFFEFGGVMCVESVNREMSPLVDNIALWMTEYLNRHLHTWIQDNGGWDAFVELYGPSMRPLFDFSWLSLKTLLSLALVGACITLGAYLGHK
An asterisk follows results filed as active; ? = inconclusive. Rule as the data show it, unless noted: active = inhibition above about 40%.

mol	ABCB1 block	ABCG2 inh	Bcl-2 Bim block	RGS7-Gao reg	Bim-Bcl-W	Bcl-B Bim block	GSH fluor	Bim-Bcl-XL	Bfl-1 Bim block	Avidin fluor	RGS4-Gao reg
CCCCN(CCCC)S(=O)(=O)c1ccc(NS(=O)(=O)c2ccc(NC(C)=O)cc2)cc1	-0.1	0.2	-3.0	101.8	-3.0	-3.0	6	0.0	-5.0	6	102.2
CCN(CC)S(=O)(=O)c1ccc(N=Nc2c(C)[nH]n(C(N)=S)c2=O)cc1	-0.6	-1.0	-3.0	102.9	-2.0	-2.0	14	-2.0	15.0	22	102.6
COc1ccccc1C(=O)Nc1nnn(C)n1	0.4	1.0	-4.0	100.1	-4.0	-5.0	68	-3.0	-7.0	6	99.2
Cc1cc(NC(=O)COc2cccc(Oc3ccccc3)c2)no1	-0.1	-1.0	-7.0	101.6	0.0	-7.0	14	-1.0	-8.0	12	104.1
C[N+](C)(C)CCCC(=O)c1ccc2c(c1)OCO2	0.3	2.2	0.0	91.3	-1.0	-1.0	24	0.0	0.0	15	93.0
CCOC(=O)c1ccc(Nc2ncnc3ccc(C)cc23)cc1	-5.3	-2.0	-2.0	92.9	-2.0	-1.0	29	0.0	-1.0	11	88.2
CC(C)(C)c1ccc(C(=O)Nc2ccc(N3CCOCC3)cc2)cc1	0.1	1.0	-8.0	102.3	2.0	-9.0	27	-1.0	-9.0	6	101.8
CC(=NC(C)C)C1=C(O)CCC1=O	0.3	0.7	-3.0	94.3	-2.0	-2.0	17	-7.0	-1.0	24	93.8
Cc1ccc(-c2nnc(N3CCN(C(=O)Cn4c(=O)n(C)c5ccccc54)CC3)c3ccccc23)cc1	2.1	4.8	3.0	95.5	5.0	-6.0	4	-6.0	-7.0	9	98.4
O=C(COC(=O)c1ccccc1Br)NCc1ccccc1	0.2	-3.8	-2.0	98.3	-4.0	-2.0	9	-5.0	-2.0	13	104.0
CCCCNC(=O)c1onc(CSc2ccc(C(C)C)cc2)c1C(=O)O	0.4	-4.0	-13.0	101.5	-4.0	-2.0	28	-5.0	-4.0	10	102.9
CN1CCN(c2oc(COc3ccc(-c4ccccc4)cc3)nc2C#N)CC1	0.2	16.9	-9.0	100.5	0.0	-5.0	32	-5.0	-15.0	13	102.5
CCNC(=O)COc1ccc(S(=O)(=O)Nc2ccccc2)cc1	-0.3	-0.6	-11.0	111.0	-4.0	-9.0	34	-5.0	-7.0	6	119.1
O=C(c1cc2sccc2n1Cc1ccc(F)cc1)N1CCc2ccccc21	0.1	1.9	1.0	99.1	1.0	1.0	21	-2.0	4.0	8	102.8
Cc1nn(-c2ccccn2)c2nc(-c3cccs3)cc(C(=O)NCc3ccco3)c12	2.5	3.5	-6.0	81.9	1.0	-5.0	37	1.0	-4.0	6	83.3
Cc1cc(/C=N/NC(N)=S)c(C)n1-c1cccc(Cl)c1	0.6	7.6	-2.0	?	-2.0	-7.0	16	-2.0	1.0	7	99.2
O=C(c1ccccc1NS(=O)(=O)c1cccc2cccnc12)N1CCOCC1	-0.1	-0.3	0.0	99.5	0.0	-1.0	8	-3.0	-4.0	22	98.1
O=C(/C=C/c1ccccc1)NCCN1CCOCC1	0.6	18.4	0.0	100.8	-3.0	-4.0	4	-4.0	1.0	16	98.5
CCCC(C)NCC(=O)Nc1ccccc1-c1ccccc1 (stereo unspecified)	0.3	2.0	-1.0	109.7	-3.0	-6.0	13	-1.0	-7.0	6	105.3
c1ccc2c(-c3cc(C4CCNCC4)[nH]n3)cccc2c1	1.3	3.5	3.0	107.5	5.0	3.0	22	-1.0	-2.0	23	106.7
Cc1cc(NC(=O)CSc2nc(CCC3CCCC3)nc3ccccc23)no1	5.8	34.9	-7.0	97.2	-2.0	-14.0	34	-14.0	-19.0	11	96.5
COc1ccc(NC(=O)Nc2ccc3c(c2)CCC3)cc1OC	1.0	4.1	-4.0	?	-7.0	-3.0	11	-3.0	-5.0	9	100.4
C=CCn1c(SCc2ccc(C(=O)OC)cc2)nnc1-c1sc(N)nc1C	1.7	6.8	-1.0	103.4	-4.0	-5.0	25	-4.0	-2.0	4	102.6
COc1ccc(C2=Nc3ccc(Br)cc3C(c3ccccc3)N2CC(=O)NN)cc1 (stereo unspecified)	0.6	0.2	3.0	100.5	-3.0	-7.0	18	0.0	2.0	4	99.6
CN1CCC(N(C)C(=S)NC(=O)C23CC4CC(CC(C4)C2)C3)CC1	0.4	1.6	-8.0	102.2	-5.0	-8.0	11	-3.0	-5.0	13	100.5
CCOC(=O)c1sc(NC(=O)CSc2ncccn2)c(C#N)c1C	-0.2	-0.1	-1.0	65.7	-5.0	-4.0	42	-11.0	-2.0	9	106.7
Cc1cc(C)n(CCNc2nc3nonc3nc2N2CCCCC2)n1	0.7	4.1	-5.0	97.5	-3.0	-4.0	11	-5.0	-6.0	3	100.0
CCS(=O)(=O)N1CCC(c2nc(-c3ccc(C(F)(F)F)cc3)no2)CC1	0.3	0.9	2.0	95.4	-4.0	0.0	6	-6.0	8.0	4	89.3
O=C(Cc1cccc(Cl)c1)Nc1ccc(Br)cc1	0.3	5.2	-4.0	101.8	0.0	-3.0	26	0.0	0.0	9	104.4
Cc1cc(SCC(=O)NCCN2C(=O)CSC2=O)nc2c(C)cccc12	0.6	4.8	0.0	97.2	0.0	-1.0	5	-4.0	-1.0	13	100.8
COc1ccc2c(CC(=O)NCC3CCC(C(=O)O)CC3)cc(=O)oc2c1 (stereo unspecified)	-0.1	-0.4	3.0	102.5	0.0	0.0	9	-1.0	0.0	18	105.3
C/C(CC(=O)NCCCN1CCOCC1)=N\NC(=O)COc1ccc(C)cc1	0.5	-1.0	-10.0	136.6	-2.0	0.0	21	-3.0	-10.0	35	108.4
C/C(=N\NC(=O)c1ccc(Cl)cc1)c1cccs1	0.9	3.0	-2.0	104.2	-2.0	-2.0	24	-2.0	-3.0	26	102.6
CCC(=O)Nc1nc2ccccc2n1CCN(CC)CC	0.4	5.3	-2.0	98.7	-1.0	-1.0	26	0.0	0.0	11	95.9
Cc1occc1C(=O)NCc1ccco1	0.7	9.4	0.0	93.5	0.0	-4.0	11	-3.0	-2.0	14	97.5
O=C(c1ccco1)N1CCN(Cc2cccc([N+](=O)[O-])c2)CC1	0.0	-0.3	0.0	98.8	0.0	-2.0	12	1.0	-4.0	9	100.1
COc1ccc(-c2nnc(SCC(=O)c3cccs3)o2)c(OC)c1	0.8	4.3	0.0	96.2	0.0	-4.0	25	1.0	-3.0	11	95.3
CCCCN=CC1=C(O)C(C(=O)OC)C(C)(C)CC1=O (stereo unspecified)	0.1	0.3	-8.0	97.3	0.0	-7.0	11	0.0	-9.0	8	97.5
CC(=O)c1cc(NC(=O)c2cccc(C(F)(F)F)c2)c(=O)oc1C	0.0	3.5	-3.0	?	-1.0	0.0	15	0.0	-3.0	9	98.7
COc1ccc(C2=NOC(CN3C(=O)c4ccccc4S3(=O)=O)C2)cc1 (stereo unspecified)	0.6	4.8	7.0	101.8	0.0	6.0	11	0.0	3.0	12	103.2
CN(C(=O)C1CCCO1)c1nnc(-c2ccncc2)s1 (stereo unspecified)	-2.4	-8.1	1.0	107.7	0.0	1.0	10	-2.0	2.0	6	107.8
COCCNc1nc2nonc2nc1NC(C)c1ccccc1Cl (stereo unspecified)	-2.6	-1.1	-4.0	97.7	-3.0	-1.0	16	-2.0	-4.0	7	95.5
COc1ccc2[nH]c3c(c2c1)CCn1c-3nc2ccccc2c1=O	0.9	58.8	-8.0	98.1	0.0	-4.0	22	-5.0	-18.0	29	99.2
COC(=O)c1cc(NC(=O)c2ccc(-c3ccccc3)cc2)ccc1Cl	-0.3	0.5	-2.0	102.2	-8.0	-4.0	13	-8.0	-6.0	13	101.8
COc1ccc(OC)c(NC(=O)CSc2nnc(C3CCCCC3)o2)c1	0.9	4.9	0.0	101.0	-2.0	-3.0	20	-3.0	-3.0	9	101.7
COc1cccc(/C(O)=C/c2nc3ccc(C(=O)NCCc4cccc(C)c4)cc3[nH]c2=O)c1	0.0	-4.2	-3.0	107.1	-1.0	-13.0	18	-2.0	-5.0	18	105.9
[O-][n+]1onc2c1CCc1c-2nn(-c2ccccc2Cl)[n+]1[O-]	0.0	2.0	-7.0	103.8	0.0	-8.0	56	-14.0	-13.0	12	106.6
CCCCc1nc(N2CCOCC2)c(C#N)c2c1COC(C)(C)C2	1.1	4.1	-3.0	99.0	-5.0	-5.0	10	-2.0	-3.0	37	99.8
O=C(OC1CCS(=O)(=O)c2sccc21)c1ccccc1 (stereo unspecified)	-0.2	14.0	-8.0	97.1	-1.0	-8.0	24	-9.0	-19.0	14	99.7
O=C(Cn1ncc2c(=O)oc3ccccc3c21)N1CCCc2ccccc21	3.2	47.7	-4.0	95.2	-3.0	-6.0	21	-3.0	-3.0	6	96.8
CCCn1c(SCC(=O)N2CCCc3ccccc32)nnc1-c1ccccn1	0.8	1.2	0.0	102.6	-1.0	-1.0	46	0.0	-1.0	1	98.4
CCCC(c1nnnn1CC(=O)OCC)N(Cc1cc2c(C)cc(C)cc2[nH]c1=O)C1CCCC1 (stereo unspecified)	3.1	11.1	-4.0	91.8	5.0	-5.0	9	0.0	-4.0	8	91.5
O=C(NCc1ccccn1)c1ccc(Cl)c(S(=O)(=O)N2CCCCC2)c1	0.4	2.3	-1.0	93.0	1.0	1.0	20	0.0	-5.0	9	96.6
CC(C)N1C(=O)C2C(C(=O)NC3CCCCC3)C3C=CC2(O3)C1C(=O)NC1CCCC1 (stereo unspecified)	0.9	1.6	-7.0	97.5	-2.0	-3.0	33	-6.0	-17.0	13	99.0
Cn1c(=O)n(CCOc2ccc(Cl)cc2Cl)c2ccccc21	1.9	7.1	-7.0	101.3	1.0	-6.0	61	-3.0	-6.0	8	101.5
C/C(=N\NC(=O)c1ccc(C)cc1)C1C(=O)c2ccccc2C1=O	0.8	29.9	5.0	100.3	1.0	2.0	24	-1.0	0.0	7	103.5
OC1CCCN(C(=S)Nc2ccc(SC(F)F)cc2)C1 (stereo unspecified)	-0.8	-6.5	-5.0	101.7	-5.0	-5.0	15	-8.0	-4.0	5	106.6

Some of these compounds in order of heavy-atom count, rising:
mol	ABCB1 block	ABCG2 inh	Bcl-2 Bim block	RGS7-Gao reg	Bim-Bcl-W	Bcl-B Bim block	GSH fluor	Bim-Bcl-XL	Bfl-1 Bim block	Avidin fluor	RGS4-Gao reg
Cn1c(=O)n(CCOc2ccc(Cl)cc2Cl)c2ccccc21	1.9	7.1	-7.0	101.3	1.0	-6.0	61	-3.0	-6.0	8	101.5
C/C(=N\NC(=O)c1ccc(C)cc1)C1C(=O)c2ccccc2C1=O	0.8	29.9	5.0	100.3	1.0	2.0	24	-1.0	0.0	7	103.5
COc1cccc(/C(O)=C/c2nc3ccc(C(=O)NCCc4cccc(C)c4)cc3[nH]c2=O)c1	0.0	-4.2	-3.0	107.1	-1.0	-13.0	18	-2.0	-5.0	18	105.9
